IDE cell activ: IDE (human) activation, cell-based; AID 493087; activation, % at 5.96 µM; HEK cells, FAbeta-B cleavage, fluorescence polarization; 0% vehicle, 100% cell-free pure enzyme wells; P14735; 0.073% of 340,000 active;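 active = activation above the mean of all tested compounds plus 3 SD, set per screening campaign, cut at about 17% in these data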
Target sequence (P14735 whole entry, looked up): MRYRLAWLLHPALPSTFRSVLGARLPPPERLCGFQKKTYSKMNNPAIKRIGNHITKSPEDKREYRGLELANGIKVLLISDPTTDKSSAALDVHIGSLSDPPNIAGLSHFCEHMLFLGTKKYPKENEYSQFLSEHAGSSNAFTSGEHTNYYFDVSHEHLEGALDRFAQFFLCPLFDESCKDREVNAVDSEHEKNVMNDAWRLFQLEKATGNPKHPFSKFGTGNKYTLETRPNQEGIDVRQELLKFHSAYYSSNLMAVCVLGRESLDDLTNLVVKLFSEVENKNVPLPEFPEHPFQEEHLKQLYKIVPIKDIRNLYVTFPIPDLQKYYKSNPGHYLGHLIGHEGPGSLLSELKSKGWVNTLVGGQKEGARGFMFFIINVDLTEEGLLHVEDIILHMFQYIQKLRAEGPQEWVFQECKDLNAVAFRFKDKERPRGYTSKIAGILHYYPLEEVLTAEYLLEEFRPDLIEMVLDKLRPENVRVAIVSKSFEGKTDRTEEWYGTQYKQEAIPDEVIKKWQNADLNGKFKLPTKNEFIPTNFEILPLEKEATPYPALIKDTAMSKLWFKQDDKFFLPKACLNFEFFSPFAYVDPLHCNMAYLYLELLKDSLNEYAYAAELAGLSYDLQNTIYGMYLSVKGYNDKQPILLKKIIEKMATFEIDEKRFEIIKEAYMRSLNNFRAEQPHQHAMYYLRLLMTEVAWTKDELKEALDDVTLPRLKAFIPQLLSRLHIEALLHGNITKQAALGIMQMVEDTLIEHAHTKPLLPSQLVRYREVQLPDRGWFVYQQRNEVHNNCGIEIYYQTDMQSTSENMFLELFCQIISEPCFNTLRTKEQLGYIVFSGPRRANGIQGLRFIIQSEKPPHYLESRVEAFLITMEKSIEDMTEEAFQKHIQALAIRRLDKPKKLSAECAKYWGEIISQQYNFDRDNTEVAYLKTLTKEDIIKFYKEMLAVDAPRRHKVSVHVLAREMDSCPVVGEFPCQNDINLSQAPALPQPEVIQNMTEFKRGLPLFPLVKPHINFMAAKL
Starred values were filed as active, the others as inactive.

SMILES	IDE cell activ
Nc1nc(N)c2cc([N+](=O)[O-])ccc2n1	4
COc1ccc(S(N)(=O)=O)cc1C(=O)NNC(=O)C1COc2ccccc2O1 (configuration not stated)	-3
Cc1nnc(NC(=O)C2CCN(S(=O)(=O)c3ccc(F)c(F)c3)CC2)o1	4
CCOc1ccc(CCNC(=O)COC(=O)COc2ccc(C(=O)CC)cc2)cc1OCC	-4
C=CC[C@@H](CC(=O)N(CCO)Cc1ccccc1)C(=O)N[C@@H](C)COC(=O)[C@@H](CC=C)Cc1ccc(F)cc1	4
CCOc1ccc(OCCCC(=O)Nc2cc(S(=O)(=O)N3CCOCC3)ccc2N2CCOCC2)cc1	8
COc1ccccc1NC(=O)[C@@H]1CCCN1S(=O)(=O)c1ccc(Cl)cc1	1
CCCC1C(=O)N2C(N(C)C)=Nc3ccc(C)cc3N2C1=O (configuration not stated)	-3
COCCCN(C(=O)Cc1coc2cc(C)c(C)cc12)c1c(N)n(Cc2ccccc2)c(=O)[nH]c1=O	4
Cc1csc(NC(=O)CSc2nc3nc(C)cc(C)n3n2)n1	-1
COc1ccccc1C(=O)COC(=O)c1ccc(Cl)nc1	3
CNC(=O)C1CC(=O)N(c2ccc(OCC(=O)Nc3ccc(OC)cc3)cc2)C1 (configuration not stated)	-2
Nn1c(Cc2ccccc2)nc2ccccc2c1=O	1
O=C(O)CN(CC(=O)O)CC(=O)O	5
CCCCC/C=C/C1=CC(=O)C[C@H](c2ccc(OC)cc2)C1	3

Three entries picked at random from those above, as already listed:
SMILES	IDE cell activ
C=CC[C@@H](CC(=O)N(CCO)Cc1ccccc1)C(=O)N[C@@H](C)COC(=O)[C@@H](CC=C)Cc1ccc(F)cc1	4
COc1ccccc1C(=O)COC(=O)c1ccc(Cl)nc1	3
Cc1nnc(NC(=O)C2CCN(S(=O)(=O)c3ccc(F)c(F)c3)CC2)o1	4

Following part
SMILES	IDE cell activ
CC(=O)N1CCN(S(=O)(=O)c2cccc(C(=O)OCC(=O)N(Cc3ccccc3)C(C)(C)C)c2)CC1	-2
CCCC[C@@H]1CNCCN1CC1(c2ccccc2)CC1	-4
O=C(OCC(=O)N1CCN(S(=O)(=O)c2ccc(Cl)cc2)CC1)C1CCC1	0
CN(C)C(CNC(=O)C1CCN(S(=O)(=O)c2cc(Cl)ccc2Cl)CC1)Cc1ccccc1 (configuration not stated)	2
CC(OC(=O)c1cccc(S(=O)(=O)N2CCCCCC2)c1)C(=O)Nc1ccc(S(N)(=O)=O)cc1 (configuration not stated)	0
COC(=O)/C=C/C1=CN(Cc2ccccc2)CCC1=O	-5
O=C1C=C(c2ccc(F)cc2OCc2ccccc2)C[C@@H](c2ccc(F)cc2)C1	3
COc1cc2c(O)cc(C(=O)O)c(-c3cc(OC)c(OC)c(OC)c3)c2cc1OC	0
CC1CCCCN1C(=O)c1cc(S(=O)(=O)N2CCOCC2)ccc1Cl (configuration not stated)	4
Cc1noc(C)c1S(=O)(=O)N(C)C[C@H]1Oc2c(NC(=O)NC3CCCCC3)cccc2C(=O)N([C@H](C)CO)C[C@@H]1C	0
Cc1cccc([C@H]2[C@@H]3C=CC[C@@H](C)[C@@H]3C(=O)N2Cc2ccccc2)c1	4
O=C(COC(=O)Cn1nc(-c2ccccc2)oc1=O)Nc1ccc(F)cc1	4
Cc1cccc(NC(=O)COC(=O)c2ccc(S(=O)(=O)N3CCCC3)cc2)c1	-3
Cc1cccc(C(=O)N(Cc2ccco2)c2c(N)n(Cc3ccccc3)c(=O)[nH]c2=O)c1	0
CCCN(C(=O)C(NC(=O)c1ccccc1)C(C)C)c1c(N)n(Cc2ccccc2)c(=O)[nH]c1=O (configuration not stated)	-7

Filtered by structure, the compounds so far with an aryl methoxy group
SMILES	IDE cell activ
COc1ccc(S(N)(=O)=O)cc1C(=O)NNC(=O)C1COc2ccccc2O1 (configuration not stated)	-3
COc1ccccc1NC(=O)[C@@H]1CCCN1S(=O)(=O)c1ccc(Cl)cc1	1
COc1ccccc1C(=O)COC(=O)c1ccc(Cl)nc1	3
CNC(=O)C1CC(=O)N(c2ccc(OCC(=O)Nc3ccc(OC)cc3)cc2)C1 (configuration not stated)	-2
CCCCC/C=C/C1=CC(=O)C[C@H](c2ccc(OC)cc2)C1	3
COc1cc2c(O)cc(C(=O)O)c(-c3cc(OC)c(OC)c(OC)c3)c2cc1OC	0

Further structures follow.
SMILES	IDE cell activ
Nn1c(SCC(=O)NCCC2=CCCCC2)nnc1-c1cccnc1	0
Cc1ccc(NC(=O)CSc2nnnn2C2CC2)cc1S(=O)(=O)N1CCOCC1	4
COc1ccc(NC(=O)CN(C)C(=O)C2CC(=O)N(c3ccc4c(c3)OCCO4)C2)cc1 (configuration not stated)	2
O=C(CNC(=O)c1ccccc1Cl)NCC(c1cccs1)N1CCOCC1 (configuration not stated)	0
COc1ccc(S(=O)(=O)N2CCC3CC2c2cc(N4CCOCC4)ccc23)cc1 (configuration not stated)	-2
CCOc1ccc(C(=O)C(C)OC(=O)Cn2c(C)csc2=O)cc1 (configuration not stated)	-5
CCOc1ccc(CCNC(=O)COC(=O)c2ccc(S(=O)(=O)N3CCCC3)cc2)cc1OCC	0
CCN(C(=O)CN1CCC(C(=O)OC)CC1)c1c(N)n(Cc2ccccc2)c(=O)[nH]c1=O	5
Cc1c(C(=O)Nc2cccc(S(=O)(=O)N3CCOCC3)c2)oc2ccc(Br)cc12	-2
O=C(OCC(=O)N1CCOCC1)c1ccc2ccccc2c1O	-1
CN(C)C(=O)C(Sc1ccc(S(=O)(=O)N2CCCC2)cn1)c1ccccc1 (configuration not stated)	2
NC(=O)Nc1ccc(C(=O)OCC(=O)NCc2ccc3c(c2)OCO3)cc1	0
CC(=O)N1CCN(C(=O)C(Cc2ccccc2)NC(=O)c2ccccc2)CC1 (configuration not stated)	3
Cc1ccc(S(=O)(=O)N2CCN(C(=O)COC(=O)c3c(C)cc(C)cc3C)CC2)c(C)c1	1
COc1cc(OC)cc(-c2c(C#Cc3ccsc3)c3cc(-c4cc(OC)c(OC)c(OC)c4)ccc3n2C)c1	-1

Two of the compounds above, as labelled records:
CCN(C(=O)CN1CCC(C(=O)OC)CC1)c1c(N)n(Cc2ccccc2)c(=O)[nH]c1=O
  IDE cell activ: 5

Nn1c(SCC(=O)NCCC2=CCCCC2)nnc1-c1cccnc1
  IDE cell activ: 0

Next part
SMILES	IDE cell activ
CC(C)NC(=O)N(C)C[C@@H]1Oc2c(NS(=O)(=O)c3ccccc3)cccc2C(=O)N([C@@H](C)CO)C[C@@H]1C	2
CCCCn1c(N)c(N(CCOC)C(=O)CCNC(=O)NC23CC4CC(CC(C4)C2)C3)c(=O)[nH]c1=O	0
C=C[C@]1(C)C=C2CC[C@H]3[C@@](C)(CCC[C@@]3(C)C(=O)O)[C@@H]2CC1	5
CC[C@]12c3[nH]c4ccccc4c3CCN1C(=O)C(CC(=O)NCc1cccc(C(F)(F)F)c1)C[C@@H]2C(=O)N1CCN(C(=O)C2CC2)CC1 (some centres not stated)	3
O=C(CSc1ncnc2sccc12)Nc1ccc(S(=O)(=O)N2CCOCC2)cc1	0
CN(C)CC/C=C1\c2ccccc2CSc2ccccc21	1
Nc1cc(=O)[nH]c(SCC(=O)Nc2ccc(N3CCOCC3)cc2)n1	5
Cc1cc(C)c(C(=O)COC(=O)c2c(C)noc2C)cc1C	3
OCC[C@H]1C[C@@H](O)[C@H](O)[C@@]2(CCc3ccccc3O2)O1	7
O=C(c1cccs1)c1ccccc1Cc1cccs1	4
CCCCn1c(N)c(N(CC(C)C)C(=O)c2oc3ccc(Br)cc3c2C)c(=O)[nH]c1=O	1
O=C(NCCCN1CCOCC1)c1c(-c2ccccc2)sc2ccccc12	-4
COc1ccc(NC(=O)COC(=O)CN2C(=O)C3CC=CCC3C2=O)c([N+](=O)[O-])c1 (configuration not stated)	-1
CCn1c(SCCN2CCCCC2)nc2c1c(=O)n(C)c(=O)n2C	4
CCc1noc(C)c1C(=O)N(CC)CC(=O)Nc1ccccc1C(F)(F)F	1
O=C(COc1ccc(-c2nnco2)cc1)Nc1ccc(C(F)(F)F)cc1	-2
CC1CCN(C(=O)COC(=O)c2ccc3c(c2)C(=O)N(Cc2ccco2)C3=O)CC1	4
COc1ccc(CCNC(=O)c2cccc([N+](=O)[O-])c2)cc1OC	9
Cc1ccsc1C(=O)NNC(=O)COc1ccccc1Cl	-1
O=C(CN1C(=O)c2ccccc2S1(=O)=O)Nc1ccc(S(=O)(=O)Nc2ncccn2)cc1	5
CNS(=O)(=O)c1cccc(C(=O)OCC(=O)NC2CCCC(C)C2C)c1 (configuration not stated)	4
O=C(c1cnn2c(-c3ccccc3)cc(-c3ccccc3)nc12)N1CCN(Cc2ccccc2)CC1	-2
O=C(Nc1cc(Cl)ccc1-n1cncn1)c1ccc(Br)o1	4
COc1ccc(CCNC(=O)c2cc(C3CC3)nc3c2cnn3C(C)C)cc1OC	4
CC(Oc1ccc(F)cc1)C(=O)Nc1cc(Cl)ccc1-n1cncn1 (configuration not stated)	4
Cc1cccc(-n2ncc3c(=O)[nH]c(SCC(=O)Nc4cc(C)on4)nc32)c1	-2
CN(C(=O)c1cccc(NC(=O)Cc2ccc(NC(=O)C3CCN(S(=O)(=O)c4cccc([N+](=O)[O-])c4)CC3)cc2)c1)C1CCC1	4
NS(=O)(=O)c1ccc(CCNC(=O)c2ccc(Cl)c(S(=O)(=O)NCc3ccco3)c2)cc1	2
O=c1oc(CCCO)cc2ccccc12	0
Cc1cccc(NC(=O)C2CC(=O)N(Cc3ccccc3)C2)n1 (configuration not stated)	8

Exported with each value named: two of the compounds above
> CNS(=O)(=O)c1cccc(C(=O)OCC(=O)NC2CCCC(C)C2C)c1 (configuration not stated)
  IDE cell activ: 4
> O=C(c1cnn2c(-c3ccccc3)cc(-c3ccccc3)nc12)N1CCN(Cc2ccccc2)CC1
  IDE cell activ: -2

The results go on:
SMILES	IDE cell activ
C[C@H](CO)N1C[C@H](C)[C@@H](CN(C)S(=O)(=O)c2ccccc2)Oc2c(NC(=O)CCC(F)(F)F)cccc2C1=O	2
COc1ccc(OC)c(S(=O)(=O)Nc2cc3c4c(c2)C(C)C(=O)N4CCC3)c1 (configuration not stated)	2
CCc1cccc2c(C(=O)CN3C(=O)C(=O)N(C4CCCC4)C3=O)c[nH]c12	0
O=C(NN=C1c2ccccc2-c2ccccc21)c1ccccc1	5
COc1cc2oc(=O)ccc2cc1[C@H](O)[C@@H](O)C(C)(C)O	2
CCC(=O)c1ccc(OCC(=O)OCC(=O)N(C)CC(=O)Nc2ccc(F)cc2)cc1	2
NC(=O)C1CCN(CC(=O)Nc2ccccc2C(=O)NC2CC2)CC1	-2
Cc1ccc(NC(=O)c2c(F)cccc2Cl)cc1S(=O)(=O)N1CCOCC1	-2
Cc1ccc(NC(=O)c2ccc(Cl)c(S(=O)(=O)N3CCCCC3)c2)nc1	3
Cc1ccnc(NC(=O)CNC(=O)c2sc3ccccc3c2Cl)c1	0
c1ccc2c3n(nc2c1)CCCCO3	3
Cc1cnc(C(=O)OC(C)C(=O)Nc2ccc(Oc3ccccc3)cc2)cn1 (configuration not stated)	-9
CN(C)C(=O)CCc1ccc2c3c([nH]c2c1)[C@]1(C)[C@@H](C(=O)N2CCCCC2)C[C@H](CC(=O)NCCC2=CCCCC2)C(=O)N1CC3	4
CN(C(=O)CSc1nc2ccccc2c(=O)n1C)C1CCS(=O)(=O)C1 (configuration not stated)	2
COc1ccc(Cl)cc1C1=CC(=O)C[C@H](c2ccc(F)cc2)C1	-9
O=C1c2ccc(-c3ccc(F)cc3OCc3ccccc3)cc2S(=O)(=O)c2cccc(C(=O)N3CCN(c4ncc(Cl)cc4Cl)CC3)c21	0
N#CC(=Nc1ccccc1)c1ccccc1	-2
Cc1ccc(CNC(=O)COc2cccc3c2OC(C)(C)C3)cc1	2
Cc1c(N)cc(S(=O)(=O)O)cc1NC(=O)c1cccc([N+](=O)[O-])c1	2
COc1cc(CN(C2CC2)S(=O)(=O)c2ccccc2Br)cc(OC)c1	5
COCC(=O)OC1CCn2c1nc1c2C(=O)C(C)=C(NC(C)=O)C1=O (configuration not stated)	4
Cc1ccc(NC(=S)N2CCC(C(=O)c3ccc(F)cc3)CC2)cc1C	1
COc1ccc(N(Cc2ccccc2)S(=O)(=O)c2cccc(C(=O)Nc3ncccc3C)c2)cc1	-3
CN(c1ccccc1)S(=O)(=O)CS(=O)(=O)N(C)c1ccccc1	5
CNC[C@H]1Oc2ccc(NC(=O)Nc3ccc4c(c3)OCO4)cc2C(=O)N([C@H](C)CO)C[C@@H]1C	-5
CC(C)(C)OC(=O)C[C@@H]1C/C=C\C[C@@H](CC(=O)NCCO)C(=O)NC[C@H](c2ccccc2)OC1=O	1
COC1=C(C)C(=O)C2=C(C1=O)C1C3CC4=C(C(=O)C(OC)=C(C)C4=O)C(CNC(=O)C(C)=O)N3C(C#N)C(C2)N1C (configuration not stated)	2
CC(Oc1ccc(Br)cc1)C(=O)NCCCN1CCCC1=O (configuration not stated)	1
CCOC(=O)/C=C/[C@H]1Cc2ccccc2CO1	6
COc1cc2oc(=O)cc(-c3ccc(-c4ccc(N(C)C)cc4)cc3)c2c(OC)c1OC	-4
COc1ccc(NC(C)=O)cc1NC(C)C(=O)Nc1cccc(S(=O)(=O)N2CCOCC2)c1 (configuration not stated)	1
COc1ccc2cc(C3=CCCCC3)ncc2c1	-3
OCc1ccccc1CN1CCCCCC1	-1
O=c1oc2ccc(C#CC3(O)CCCCC3)cc2cc1-n1cc(-c2ccsc2)nn1	-2
CC(Sc1nncs1)C(=O)Nc1ccc(S(=O)(=O)Nc2ncccn2)cc1 (configuration not stated)	0
COc1cc(/C=C2\SC(=S)N(NC(C)=O)C2=O)ccc1OC(=O)c1ccco1	-17
O=C(OCc1cccc(C(F)(F)F)c1)c1cc([N+](=O)[O-])ccc1N1CCOCC1	0
O=S(=O)(O)c1cc2onnc2c2ccccc12	3
O=C(CCCCC(=O)Sc1ccccc1)Sc1ccccc1	-5

Only part of the results is shown. The share of hits here may be higher or lower than overall.
